Screens (PubChem BioAssay)
POLI inh = DNA polymerase iota (human) inhibition. Q9UNA4. Pol iota fluorescent replication assay, 10 min. Potency, µM (series often up to 115 µM), inactives show at the highest dose activity, negative = inhibition, most hits filed as inhibitors. hit rate 1% among 390,000. AID 588590; also: potency is read from the fitted curve at half-maximal effect
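Pol iota at 10 nM preincubated 15 min with compounds at room temperature; reaction started with fluorescent substrate, 50 nM final. Fluorescence read kinetically at 0 and 10 min; buffer-only wells as negative control.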
POLH inh = DNA polymerase eta (human) inhibition; recombinant Pol eta, fluorescent DNA replication assay; Q9Y253; Potency, µM (top dose mostly 114 µM), for inactives: top-dose activity change, negative = inhibition, actives largely listed as inhibitors; hit rate 1.2% among 390,000; also: potency is read from the fitted curve at half-maximal effect; % is scaled to controls: 0 for no effect and ±100 for the full control effect
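Fluorescent replication assay: 50 nM final substrate added after a 15 min room-temperature compound preincubation with 10 nM enzyme. Signal taken at 0 min and again at 10 min.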
LDHA inh = LDHA (human) enzyme inhibition; P00338; hit rate 0.15% among 480,000; activity change, % (values are at about 110 or 230 µM); purified LDHA, NADH/diaphorase-resazurin fluorescence; hits give low values; in the data active = activity change below about -30%; inconclusive = mostly about -25% to -30%;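 also: plate controls were DMSO wells for no effect and wells without enzyme for full effect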
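Remaining NADH was detected by diaphorase (0.133 mg/mL) converting 37 µM resazurin to fluorescent resorufin, read at 0 and 20 minutes. The preceding 5-minute room-temperature reaction used 2 nM LDHA, 0.2 mM sodium pyruvate and 0.06 mM NADH at pH 7.4.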
BLM inh = Bloom syndrome helicase (human) inhibition. AID 2528. Potency, µM (highest dose often 56.1 µM), for inactives: at the highest dose activity change, negative = inhibition, usual class: inhibitors. hit rate 0.2% among 350,000. P54132. recombinant BLM DNA unwinding, fluorescence dequenching;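 also: potency is read from the fitted curve at half-maximal effect; plate controls were vehicle for no effect and no enzyme for full effect; nearly all actives have a fitted effect of over 35% in size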
Apoferritin bind = binds horse apoferritin like a general anesthetic; P02791; apoferritin/1-aminoanthracene competitive binding, fluorescence; Potency, µM (top dose mostly 77.5 µM), for the others: at the top dose activity change, negative = displacement, usual class: inhibitors; hit rate 0.074% among 350,000; AID 485281; also: potency is read from the fitted curve at half-maximal effect; % is scaled to controls: 0 for no effect and ±100 for the full control effect; nearly all actives have a fitted effect of over 20% in size
Target sequence (P02791 2-175 limits assumed): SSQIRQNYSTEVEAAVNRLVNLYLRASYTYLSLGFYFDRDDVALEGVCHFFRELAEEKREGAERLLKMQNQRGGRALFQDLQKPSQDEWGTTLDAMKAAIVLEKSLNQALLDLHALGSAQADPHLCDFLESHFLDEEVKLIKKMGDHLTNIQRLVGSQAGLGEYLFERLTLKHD
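Concentration-response curves derived by four-parameter Hill fitting of normalized fluorescence, where compounds displaced 1-AMA from 10 uM horse apoferritin following a brief 10 min room-temperature incubation; propofol titration acted as positive control.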
Glioma ERSR ind = induces the endoplasmic reticulum stress response in human glioma cells | U87-MG GRP78 promoter luciferase reporter, 16 h | Potency, µM, for the others: top-dose activation, actives largely listed as activators | hit rate 0.02% among 420,000; also: potency is read from the fitted curve at half-maximal effect; series mostly up to about 76 µM; % of control where 0% means no effect; nearly all actives have a fitted effect of over 35% in size
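Stably transfected U87-MG glioma cells carrying a GRP78-based luciferase sensor; 16 h compound incubation. Luminescence end-point read 10 min after Bright-Glo addition at room temperature.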
POLK inh = inhibitors of human DNA polymerase kappa; hit rate 0.53% among 400,000; Potency, µM (top dose mostly 107 µM), for inactives: top-dose activity, negative = inhibition, actives largely listed as inhibitors; purified Pol kappa, fluorescent DNA synthesis assay, 10 min; AID 588579; also: potency is read from the fitted curve at half-maximal effect; % is scaled to controls: 0 for no effect and ±100 for the full control effect
Target sequence (Q9UBT6 whole entry, looked up): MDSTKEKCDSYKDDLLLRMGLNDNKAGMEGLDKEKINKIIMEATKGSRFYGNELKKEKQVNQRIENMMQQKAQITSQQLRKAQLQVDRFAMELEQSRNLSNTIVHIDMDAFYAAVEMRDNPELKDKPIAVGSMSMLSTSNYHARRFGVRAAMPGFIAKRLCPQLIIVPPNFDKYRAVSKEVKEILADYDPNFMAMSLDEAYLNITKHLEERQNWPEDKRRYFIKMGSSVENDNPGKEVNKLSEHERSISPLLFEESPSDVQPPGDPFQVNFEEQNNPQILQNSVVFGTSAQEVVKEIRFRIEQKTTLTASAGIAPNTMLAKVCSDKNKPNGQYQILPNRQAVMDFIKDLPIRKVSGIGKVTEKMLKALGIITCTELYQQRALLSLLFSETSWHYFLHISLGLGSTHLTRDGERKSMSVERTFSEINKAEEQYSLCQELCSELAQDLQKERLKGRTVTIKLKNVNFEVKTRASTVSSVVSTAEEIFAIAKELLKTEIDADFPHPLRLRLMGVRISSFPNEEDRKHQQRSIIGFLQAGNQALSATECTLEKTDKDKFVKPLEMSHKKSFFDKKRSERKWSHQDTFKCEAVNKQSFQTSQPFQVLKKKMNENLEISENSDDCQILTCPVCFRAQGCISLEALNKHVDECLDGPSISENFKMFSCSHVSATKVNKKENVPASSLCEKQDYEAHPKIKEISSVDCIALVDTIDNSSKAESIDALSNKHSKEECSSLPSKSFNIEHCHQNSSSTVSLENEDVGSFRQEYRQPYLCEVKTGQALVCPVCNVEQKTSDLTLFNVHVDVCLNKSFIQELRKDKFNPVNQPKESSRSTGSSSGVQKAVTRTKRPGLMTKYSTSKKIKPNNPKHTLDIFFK
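Enzyme at 10 nM met test compounds for 15 min at room temperature. Substrate addition (50 nM final) began the reaction, which was monitored by fluorescence at 0 and 10 min.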
POLB inh = blocks human DNA polymerase beta activity; P06746; Pol beta primer extension/strand displacement, fluorescence kinetic; Potency, µM (doses to about 114 µM), for the others: top-dose activity change, negative = inhibition, usual class: inhibitors; hit rate 1.3% among 340,000; also: potency is read from the fitted curve at half-maximal effect; % is scaled to controls: 0 for no effect and ±100 for the full control effect
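Human Pol beta at 10 nM; strand-displacement substrate 50 nM final. Compound exposure 15 min at room temperature before start, reaction 10 min at room temperature.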
APEX1 inh = inhibitors of human APE1 endonuclease | recombinant APE1, TAMRA/BHQ-2 abasic DNA cleavage fluorescence | Potency, µM (doses to about 65.8 µM), for the others: top-dose activity change, negative = inhibition, most hits filed as inhibitors | hit rate 0.35% among 350,000 | AID 2517;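 also: potency is read from the fitted curve at half-maximal effect; plate controls were vehicle for no effect and reference inhibitor for full effect; nearly all actives have a fitted effect of over 55% in size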
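APE1 at 0.75 nM preincubated 15 min at room temperature with compound. Reaction then started with 50 nM double-stranded THF-abasic substrate labelled with TAMRA/BHQ-2, and 525/598 nm fluorescence read kinetically. Activity taken as third-minus-first read difference, normalized to DMSO and NSC13755 controls.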
* = called active by the depositor; ? = inconclusive; . = not tested or not shown; & = joins results of further samples; [ ] = dose if it differs, or a comment. Unless noted, calls follow the shape of the dose curve; as a rule, active = well fitted curve in the direction sought with a large enough effect; inconclusive = small, poorly fitted or top-dose-only effect, or another doubt; inactive = no such curve, though single readings can be large; an effect the other way counts as inactive or inconclusive. An excerpt; the hit share may differ from the screen's.

| # | SMILES | Apoferritin bind | LDHA inh | POLB inh | POLK inh | POLI inh | APEX1 inh | Glioma ERSR ind | BLM inh | POLH inh |
| --- | --- | --- | --- | --- | --- | --- | --- | --- | --- | --- |
| 1 | CCOC(=O)c1c(C)[nH]c(C)c1S(=O)(=O)N(C)CC(=O)Nc1cccc(F)c1 | -2% | 2 | 2% | 2% | 7% | 31% | -2% | -2% | -14% |
| 2 | CC(=O)Nc1nnc(SCC(=O)N2CCCc3ccccc32)s1 | -12% | -6 | -22% | 0% | 16% | -7% | 0% | -8% | -19% |
| 3 | C/C(CC(=O)NCc1ccc(Cl)cc1)=N\NC(=O)c1ccccc1F | -14% | -8 | 5% | -7% | 44%[activator] | -3% | 14% | -2% | 2% |
| 4 | NC(=O)CCN1CCN(Cc2cn[nH]c2-c2cccc3ccccc23)CC1 | -3% | -3 | 10% | -5% | 29% | -2% | -3% | 1% | -9% |
| 5 | CN(C(=O)CSc1nnc(-c2ccccc2F)n1N)C1CCCCC1 | . | -7 | . | 0% | 20% | -6% | -3% | . | -25% |
| 6 | CC1CC(=O)Nc2ccccc2N1S(=O)(=O)c1cccs1 (centres undefined) | -13% | -1 | 2% | 1% | -10%[58.9 µM] | 1% | -3% | 0% | -18% |
| 7 | O=C(Nc1ccccc1F)c1cnccn1 | 5% | 1 | 7% | 3% | 163%[activator] | 1% | 0% | -3% | -19% |
| 8 | O=C(c1ccc(Cl)s1)N(Cc1nnc(-c2ccccc2Cl)o1)C1CC1 | . | -3 | . | -12% | 42%[activator] | 9% | 8% | . | -18% |
| 9 | Cc1c(C(=O)OCC(=O)N2CCCCC2C)oc2ccccc12 (centres undefined) | . | 0 | . | 19% | -9% | 32% | 1% | . | -15% |
| 10 | Cc1cc(C)cc(NC(=S)NCCc2c[nH]c3ccccc23)c1 | 4% | -5 | 3% | -15% | ? | -2% | -5% | -6% | -11% |
| 11 | CC(C)(C)C1C/C(=C/c2ccccn2)C(=O)/C(=C/c2ccccn2)C1 (centres undefined) | -18% | 1 | 31% | 7% | 14% | ? | -16% | -6% | ? |
| 12 | COCCN(C(=O)c1cccc(-n2cnnn2)c1)c1c(N)n(CC(C)C)c(=O)[nH]c1=O | . | -1 | . | -6% | -12% | 5% | -2% | . | -8% |
| 13 | Cc1ccc(S(=O)(=O)NCC(=O)NCC(=O)N(C)Cc2ccc3ccccc3c2)cc1C | 2% | -5 | 3% | -19% | 21% | 18% | -6% | -7% | -12% |
| 14 | O=C(NCC1COc2ccccc2O1)C1(c2ccccc2)CCCC1 (centres undefined) | -10% | 7 | -1% | 1% | 50%[activator] | -9% | -1% | -11% | -10% |
| 15 | NCc1ccc(S(N)(=O)=O)cc1 | 4% | -6&-6 | 16% | 5% | 19%&2% | 3% | -3%&-3%&-7%&-3% | 4% | -15%&-1% |
| 16 | Cc1nc2ccccc2c(=O)n1NC(=O)c1cccc([N+](=O)[O-])c1 | -6% | -9 | 29% | 0% | 83%[activator] | 0% | -1% | -8% | 2% |
| 17 | CN(C)c1ccc(C2N(C)C(=O)c3ccccc3N2C)cc1 (centres undefined) | -3% | -2 | 21% | -4% | 9% | 35% | -3% | -5% | -15% |
| 18 | CCOC(=O)c1cc2c(=O)n3ccccc3nc2n(Cc2ccco2)c1=NC(=O)c1ccc(Br)cc1 | 76%[activator] | 1 | -3% | ? | 45µM* | . | -6% | -2% | -9% |
| 19 | O=C(NCc1ccc(F)cc1)C(c1ccccc1)N(C(=O)c1csnn1)C1CC1 (centres undefined) | -6% | -4 | -11% | -2% | 37%[activator] | 1% | -3% | -5% | -6% |
| 20 | c1ccc(C2CCC(N3CCC(N4CCCCC4)CC3)CC2)cc1 (centres undefined) | -8% | . | 0% | . | . | 5% | . | -10% | . |
| 21 | CCCCn1nc2cc(C(=O)NC3CCCc4ccccc43)ccc2c1OCC (centres undefined) | -12% | 0 | -12% | 5% | 9% | -6% | -3% | -4% | -23% |
| 22 | Cc1nn(-c2ccc(N3CCCCC3)nn2)c(C)c1CCC(=O)Nc1cc(F)ccc1F | -7% | -1 | 20% | 0% | -5% | 41% | 6% | -4% | -14% |
| 23 | CCc1cc2c(=O)c(-c3nc4ccccc4n3C)c(C)oc2c(CN2CCN(CCO)CC2)c1O | -1% | 6 | 10% | -4% | ? | -3% | -4% | 0% | -11% |
| 24 | NC(=O)c1cc([N+](=O)[O-])ccc1NCCN1C(=O)c2ccccc2C1=O | -19% | . | 2% | . | . | -3% | . | -2% | . |
| 25 | CCOC(=O)C1(Cc2cccc(OC)c2)CCCN(Cc2cc(C(C)C)n[nH]2)C1 (centres undefined) | -9% | 1 | 1% | -14% | -10% | -3% | -1% | 5% | -13% |
| 26 | COc1ccc(-c2cc(C(F)(F)F)n3nc(C)c(-c4ccccc4)c3n2)cc1OC | -4% | -4 | 36% | 5% | 5% | . | 0% | -2% | -3% |
| 27 | COc1cc(/C(C)=N/NC(=O)c2nnn(-c3nonc3N)c2-c2cccs2)ccc1O | -5% | -7 | 5% | -6% | -12% | 54%[activator] | -8% | -7% | ? |
| 28 | CCCn1c(N)c(N(CCOC)C(=O)c2ccc(-c3ccc(Cl)cc3)o2)c(=O)[nH]c1=O | . | -1 | . | -2% | 17% | 20% | 2% | . | -4% |
| 29 | CCCCOc1c(Cl)cc(CNC(C)(C)CO)cc1OCC | -7% | -5 | -5% | -1% | 12% | -1% | 0% | -1% | -16% |
| 30 | CCc1ccccc1NC(=O)Nc1nnc(N2CCCC2)s1 | -3% | -11 | -25% | -11% | 43%[activator] | . | -2% | -2% | -6% |
| 31 | Cn1c(=O)c2[nH]c(CCCCCCCc3nc4ccccc4[nH]3)nc2n(C)c1=O | . | -8 | . | -8% | 78%[activator] | . | 0% | . | -6% |
| 32 | Cc1cccc(-n2c(Cc3cc(=O)[nH]c(=O)[nH]3)nnc2SCC(=O)NCc2ccco2)c1 | . | 3 | . | -6% | ? | . | -4% | . | -9% |
| 33 | N#Cc1cnn(-c2cccc(Cl)c2)c1N | -6% | -6 | 0% | 3% | 6% | -8% | 2% | -8% | 3% |
| 34 | Cc1ccccc1OCC(=O)OCC(=O)Nc1ncc(Cl)c(C)c1Cl | . | 5 | . | ? | ? | 0% | -1% | . | 28µM* |
| 35 | c1ccc2oc(C3=NNC(=NC4CC4)SC3)cc2c1 | -8% | 1 | -18% | -11% | -2% | -6% | -10% | -3% | 3% |
| 36 | Cc1ccc(OCc2cc(C(=O)N3CCCC(O)C3)no2)cn1 (centres undefined) | -5% | -5 | 46% | 5% | 40%[activator] | 52%[activator] | 3% | -2% | -8% |
| 37 | CC(C)n1c(=O)c2oc3ccccc3c2n(Cc2ccccc2F)c1=O | -1% | 0 | ? | -16% | -1% | . | -4% | -6% | -8% |
| 38 | O=C1CC(/C=C/c2ccccc2)=Nc2ccccc2N1 | ? | 1 | -22% | 17% | 2% | 2% | 10% | -9% | -4% |
| 39 | O=C(/C=C/c1cccs1)N1CCN(c2ccc(F)cc2)CC1 | -7% | 8 | -1% | -3% | 36%[activator] | 1% | -2% | -3% | -15% |
| 40 | O=C(COc1ccccc1-c1ccccc1)N/N=C/c1ccncc1 | -21% | -3 | 31% | -7% | 25% | 2% | -7% | 3% | -3% |
| 41 | Cn1cccc1CNCc1ccc(F)cc1 | -10% | 3 | -1% | -1% | 31%[activator] | -2% | -4% | -7% | -14% |
| 42 | O=C(O)c1nccnc1C(=O)NCc1csc2ccc(Cl)cc12 | 1% | 0 | -8% | -2% | 25% | 8% | -1% | -1% | -6% |
| 43 | CC(=O)c1ccc(NC(=O)N[C@@H](CC(C)C)C(=O)O)cc1 | -7% | -1 | -12% | 9% | 10% | -4% | -1% | 1% | -11% |
| 44 | CCCS(=O)(=O)c1ccc(COC(=O)c2ccc(NC(C)=O)cc2)cc1 | -21% | 4 | 2% | -1% | 12% | 0% | 1% | -3% | -11% |
| 45 | COc1ccc(C)cc1NC(=O)CCCN1C(=O)NC(C)(C)C1=O | . | -12 | . | 1% | 9% | 24% | 1% | . | -8% |
| 46 | O=C(COC(=O)/C=C/c1cccc(C(F)(F)F)c1)NCc1ccccc1 | -9% | -4 | -7% | 2% | 17% | 5% | -2% | 3% | -9% |
| 47 | O=C(Cc1ccccc1F)OCN1C(=O)c2ccccc2C1=O | -21% | 1 | 15% | 4% | 4% | 26% | -1% | -1% | -3% |
| 48 | CC(=O)N1CCCc2cc(S(=O)(=O)N3CCC(C(=O)N(C)C4CCCCC4)CC3)ccc21 | 0% | -3 | -27% | -6%[60.1 µM] | 21% | . | 0% | -1% | -24% |
| 49 | O=C(c1cc2ccccc2oc1=O)N1CCN(c2ccccn2)CC1 | 0% | 1 | 0% | -4% | 4% | -2% | -6% | -2% | -3% |
| 50 | O=C(NCc1ccc2c(c1)OCO2)c1ccc(CS(=O)Cc2cccc(Cl)c2)o1 (centres undefined) | -9% | 0 | -9% | -14% | 11% | 3% | -5% | 0% | 5% |
| 51 | Cc1ccc(-c2cc(Cc3ccccn3)c(=O)[nH]n2)cc1 | -1% | -7 | 2% | 1% | -11% | -1% | -3% | 0% | -7% |
| 52 | C=CCn1c(=S)[nH]c2nc3c(cc2c1=O)CCCC3 | -11% | 0 | -4% | -6% | -6% | 12% | 3% | -5% | -1% |
| 53 | COc1ccc(C)cc1NS(=O)(=O)c1ccc2oc(=O)c3ncn(C)c3c2c1 | 2% | 4 | -12% | 1% | 19% | . | ? | -2% | -9% |
| 54 | CN1CCN(C(=O)CCN2C(=O)/C(=C\c3ccccc3F)SC2=S)CC1 | -16% | 1 | 0% | -7% | -26% | 23% | -12% | 2% | -13% |
| 55 | Clc1ccc2c(c1)-c1[nH]ncc1CS2 | 5% | -6 | -11% | -9% | 3% | 1% | -2% | -9% | -8% |
| 56 | O=c1c(O)c(-c2ccccc2)oc2ccccc12 | -11% | -14 | . | -4% | 21% | 9% | 3%&-1% | 1% | ? |
| 57 | O=C(CCc1ccc(S(=O)(=O)NCCc2ccccc2)cc1)N1CCN(Cc2ccc3c(c2)OCO3)CC1 | 47%[activator] | . | ? | . | . | -2% | . | -3% | . |
| 58 | CC(=O)NN1C(=O)c2ccccc2NC1c1ccco1 (centres undefined) | 31%[activator] | 7&-6 | -19% | -16% | 1% | 6% | -4% | 0% | -18% |
